# High-throughput results deposited in PubChem by National Center for Advancing Translational Sciences (NCATS).
# a7 integrin act = activators of alpha7 integrin expression for muscular dystrophy; Potency, µM (top dose mostly 38.3 µM), inactives show at the top dose activation, hits mostly activators; alpha7betagal myoblasts, beta-gal FDG fluorescence, 48 h; AID 624291; 0.064% of 350,000 active;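 also: potency is read from the fitted curve at half-maximal effect; 100% = response of the positive control SU9516; nearly all actives have a fitted effect of over 60% in size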
#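 Alpha7betagal+/- myoblasts (passage 13) were plated 16-24 hr, then exposed to compounds (1:260 dilution of DMSO stock) for 48 hours at 37C. After MPER lysis, β-galactosidase reporter activity was read as FDG fluorescence (ex 480/em 540) after 30 minutes.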
# A-T KAP1 phos = potential ataxia-telangiectasia treatments restoring KAP-1 phosphorylation. […] A-T fibroblasts, KAP-1 phosphorylation AlphaLISA; neocarzinostatin DNA damage 30 min before lysis. 0.19% of 320,000 active. Potency, µM (doses to about 57.5 µM), inactives show top-dose activation, actives largely listed as activators. AID 485349; also: potency is read from the fitted curve at half-maximal effect; % of control where 0% means no effect; nearly all actives have a fitted effect of over 45% in size
#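 ATM-like activity read as KAP-1 phosphorylation via AlphaLISA donor/acceptor antibody pairs after lysis and 6 hr at 25C. Cells were ATM-null patient fibroblasts ([…], hTERT), dosed 60 min, then exposed to the DSB inducer NCS for 30 min.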
# CXXC DNA block = inhibitors of human MLL CXXC domain-DNA interaction; Q03164; MLL-CXXC / FITC-HOXA9 DNA fluorescence polarization; Potency, µM (highest dose often 115 µM), for the others: top-dose activity change, negative = inhibition, most hits filed as inhibitors; 0.037% of 290,000 active; active = well fitted inhibition curve with a large enough effect in the polarisation, with a control signal flat, not every such curve was filed as active; inconclusive = small, poorly fitted or top-dose-only effect, or effect the other way, or a change in a side signal; inactive = no such curve, though single readings can be large or run the other way; the % refers to the polarisation; also: potency is read from the fitted curve at half-maximal effect
#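 Fluorescence polarization: 7 uM MLL-CXXC (stock) preincubated 5 min with compounds, then 50 nM fluorescein-HOX-A9 DNA (stock) added; 30 min ambient. Buffer 50 mM Tris-HCl pH 7.5, 50 mM NaCl, 1 mM DTT, 0.05% BSA.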
# B2AR arrestin = beta2AR (human) beta-arrestin recruitment activity | beta-arrestin recruitment to beta2AR, cell-based reporter | 0.02% of 330,000 active | AID 492947 | Potency, µM (highest dose often 46.1 µM), for inactives: top-dose activation, usual class: activators | P07550;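 also: potency is read from the fitted curve at half-maximal effect; 0% = DMSO controls and full agonism = EC100 isoproterenol or metaproterenol; nearly all actives have a fitted effect of over 65% in size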
# p53 reactivator = restores transcriptional activity of mutant p53; AID 504706; 0.063% of 320,000 active; H1299 p53-A138V BP100-luciferase reporter, luminescence, 24 h; Potency, µM (series often up to 92.2 µM), inactives show at the highest dose activity change, positive = activation, actives largely listed as activators; also: potency is read from the fitted curve at half-maximal effect; % of control where 0% means no effect; nearly all actives have a fitted effect of over 45% in size
#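 p53-null H1299 cells stably carrying temperature-sensitive p53-A138V and a BP100-luciferase reporter were pinned with compounds (4-point, 1:5 series) and held 24 hrs at 37 deg C. Luminescence was read 10 min after detection reagent.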
# TCR activator = T cell receptor activation | primary human leukocytes, anti-CD3, IL-2 HTRF, 48 h | Potency, µM (highest dose often 9.22 µM), for the others: at the highest dose activation of IL-2 secretion, actives largely listed as activators | 330,000 tested, under 10 active; also: % of control where 0% means no effect
#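 IL-2 produced over 48 hr by a-CD3 bead-stimulated primary human leukocytes exposed to compounds was detected with a homogeneous time-resolved FRET immunoassay, 665nm acceptor signal after 320nm excitation.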
# BRCA1 expr act = increases BRCA1 expression | MCF7-BRCA1-FFLuc reporter, luminescence, 48 h; response scale: scaled: vehicle 0%, 10 µM genistein 100% | Potency, µM (doses to about 46.1 µM), without a hit: top-dose activation, usual class: activators | 1.1% of 380,000 active; also: potency is read from the fitted curve at half-maximal effect; nearly all actives have a fitted effect of over 80% in size; some results filed as inactive show a strong effect at the top dose
#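 Quantitative HTS in MCF7 cells stably reporting BRCA1 expression via firefly luciferase. Compound treatment lasts 48 h at 37 °C in phenol-red free MEM. Activation is expressed relative to genistein at 10 microM and DMSO.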
# TRPV1 agonist = agonists of human vanilloid receptor 1 (TRPV1); TRPV1-expressing cells, Fluo-8 calcium influx, agonist mode; activation, % at 8.33 µM; 0.19% of 320,000 active; AID 540275; in the data active = activation above about 80%; inconclusive = between about 30% and that limit; also: 0% is about no effect
# Target sequence (Q8NER1 whole entry, looked up): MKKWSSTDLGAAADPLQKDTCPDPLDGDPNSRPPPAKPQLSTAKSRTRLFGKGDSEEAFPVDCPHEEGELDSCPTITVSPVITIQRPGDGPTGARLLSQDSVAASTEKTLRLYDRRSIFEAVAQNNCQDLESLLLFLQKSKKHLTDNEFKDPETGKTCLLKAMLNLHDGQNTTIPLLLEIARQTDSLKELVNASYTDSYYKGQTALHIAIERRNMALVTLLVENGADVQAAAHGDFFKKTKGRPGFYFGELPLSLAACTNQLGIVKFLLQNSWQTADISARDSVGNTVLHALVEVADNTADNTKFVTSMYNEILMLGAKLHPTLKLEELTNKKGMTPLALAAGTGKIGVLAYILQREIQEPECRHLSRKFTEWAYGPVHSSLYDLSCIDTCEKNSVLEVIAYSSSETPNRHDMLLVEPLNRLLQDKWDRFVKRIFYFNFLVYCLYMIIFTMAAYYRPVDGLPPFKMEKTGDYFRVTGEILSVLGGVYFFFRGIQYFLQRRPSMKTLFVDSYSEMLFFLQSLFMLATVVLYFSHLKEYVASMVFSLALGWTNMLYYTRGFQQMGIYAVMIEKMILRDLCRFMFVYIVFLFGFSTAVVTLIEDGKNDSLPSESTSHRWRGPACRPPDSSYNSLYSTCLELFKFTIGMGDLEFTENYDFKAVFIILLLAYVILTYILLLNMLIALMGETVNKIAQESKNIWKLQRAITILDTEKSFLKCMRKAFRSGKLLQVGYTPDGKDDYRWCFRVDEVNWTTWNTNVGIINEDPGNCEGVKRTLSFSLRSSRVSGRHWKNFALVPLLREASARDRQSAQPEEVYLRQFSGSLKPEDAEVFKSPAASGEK
#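 Fluo-8 calcium influx in TRPV1-expressing cells, kinetic read (ex 480/em 520 nm). Compound added and read 3 min for agonist activity, followed by capsaicin at EC20 final and 2 min further read for enhancement.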
# TSG101-PTAP inh = blocks PTAP/TSG101 interaction to inhibit HIV-1 budding; Q99816; Fluorescence polarization, FITC-PTAP peptide / Tsg101 binding; Potency, µM (series often up to 115 µM), for inactives: at the top dose activity change, negative = inhibition, actives largely listed as inhibitors; 340,000 tested, under 10 active; active = well fitted inhibition curve with a large enough effect in the main read-out, with a control signal flat, not every such curve was filed as active; inconclusive = small, poorly fitted or top-dose-only effect, or effect the other way, or a change in a side signal; inactive = no such curve, though single readings can be large or run the other way; also: potency is read from the fitted curve at half-maximal effect; % of control where 0% means no effect
#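 Compounds were pin-transferred onto Tsg101 binding domain (10 uM final) in HEPES pH 7.5 buffer, then FITC-PTAP peptide was added at 50 nM final. After 20 min at RT, polarization reported peptide displacement across a qHTS concentration series.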
# ELG1 DNA repair = blocks ELG1-dependent DNA repair in HEK293T cells | HEK293T ELG1-luciferase reporter, luminescence, 16 h; DNA damage induced by 5-fluorouridine | Potency, µM (doses to about 46.1 µM), inactives show at the top dose activity change, negative = inhibition, hits mostly inhibitors | 2.3% of 330,000 active; also: potency is read from the fitted curve at half-maximal effect; % is scaled to controls: 0 for no effect and ±100 for the full control effect; nearly all actives have a fitted effect of over 55% in size
#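 Cells (2,000 per well) received 5-fluorouridine plus test compound or DMSO and were incubated 16 hr at 37 °C, 5% CO2. Luciferase activity was read by luminescence 30 min after ONE-Glo addition; signal suppression marked inhibition of damage-induced ELG1 function.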
# Starred values were filed as active, the others as inactive; ? = inconclusive; . = no result given; [ ] = another dose, or the depositor's remark. Unless noted, calls follow the shape of the dose curve; as a rule, active = well fitted curve in the direction sought with a large enough effect; inconclusive = small, poorly fitted or top-dose-only effect, or another doubt; inactive = no such curve, though single readings can be large; an effect the other way counts as inactive or inconclusive.
SMILES,a7 integrin act,A-T KAP1 phos,CXXC DNA block,B2AR arrestin,p53 reactivator,TCR activator,BRCA1 expr act,TRPV1 agonist,TSG101-PTAP inh,ELG1 DNA repair
Cc1cc(C)c(S(=O)(=O)N2CCN=C2c2ccccc2)cc1C,0%,.,3%,-0.2%,-1%,-5%,-8%,10,-4%,-6%
CC(=O)c1cccc(NC(=O)NC2CC3CCCC(C2)N3CC(C)C)c1 (configuration not stated),-8%,6%,-3%,0.0%,-1%,-1%[46.1 µM],-1%,8,3%,18%
COc1ccccc1C(C)NC(=O)c1cc(S(=O)(=O)N2CCCCC2)ccc1C (configuration not stated),18%,6%,.,0.0%,7%,0%,-16%,15,-4%,3%
CCOC(=O)C(=NC1CCS(=O)(=O)C1)NNc1ccc(Br)cc1 (configuration not stated),-15%,0%,1%,0.1%,-1%,-5%,-3%,5,-6%,-2%
S=c1[nH]nc(-c2ccncc2)n1/N=C/c1cn(-c2ccccc2)nc1-c1ccccc1,-7%,-10%,28%,0.0%,-3%,1%,13µM*,4,1%,-4%
Oc1c(Br)cc(Br)cc1CNc1cccc2cccnc12,13µM*,-12%,-16%,-0.1%,-160%[inhibitor],.,-64%,4,-1%,?
COc1c(C(O)CC(C)C)ccc2c1C(=O)OCc1cc(C)cc(O)c1O2 (configuration not stated),-21%,-5%,8%,-0.6%,-2%,-3%,-36%,2,0%,?
CCN1CCN(CCNC(=O)c2ccc(/C=C3/Sc4ccccc4N(Cc4ccccc4C)C3=O)cc2)CC1,-49%[inhibitor],-10%,?,-0.4%,-6%,4%,-59%,12,-3%,?
O=C(O)C(Oc1ccc2c3c(c(=O)oc2c1)CCC3)c1ccccc1 (configuration not stated),18%,15%,25%,-0.4%,-2%,8%,7%,2,-3%,3%
Cc1cc(NC(=O)CSCC(=O)Nc2cccc(S(=O)(=O)N3CCCCCC3)c2)no1,1%,0%,.,-1.7%,1%,6%,-11%,1,0%,1%
O=C1c2ccccc2C(=O)C1Cc1cccc2ccccc12,10%,.,6%,0.1%,2%,1%,-33%,-6,-1%,-5%
O=C(COC(=O)CNC(=O)c1ccccc1F)Nc1ccc2[nH]c(=O)[nH]c2c1,-38%,5%,.,-1.0%,4%,1%,-7%,0,-7%,3%
Cc1c(/C(O)=C2\C(=O)C(=O)N(CCN(C)C)C2c2cccnc2)cnn1-c1ccccc1 (configuration not stated),23%,1%,-1%,0.2%,7%,-6%,14%,7,-7%,?
CCN1C(=O)[C@H]2[C@@H](c3ccc(C)cc3)N3C(=O)N(c4ccccc4)C(=O)[C@@]3(CC)[C@H]2C1=O,21%,-7%,8%,-0.7%,.,-3%,3%,4,-4%,?
Cc1cccc(OCC(=O)NCC(=O)N/N=C/c2ccccc2)c1,-25%,-2%,16%,0.0%,-1%,0%,-2%,0,-2%,1%
O=C1CSC(=S)N1N=Cc1ccc(Cl)cc1Cl,?,.,.,.,.,0%,-3%,.,-18%,.
COc1cc(C(=O)NCc2cccs2)ccc1OCc1c(C)noc1C,11%,-5%,.,-1.0%,-10%,-1%,-15%,.,0%,0%
Cc1cccc(C)c1NC(=O)CCCN1C(=O)C(c2ccccc2)Oc2cccnc21 (configuration not stated),0%,-3%,-8%,-0.3%,2%,-2%,-9%,-8,-1%,-4%
CN1C(=O)CS(=O)c2ccc(C(=O)NC3CC3)cc21 (configuration not stated),-6%,35%,13%,-1.0%,3%,9%,4%,.,-1%,5%
OC1CCNC(=S)N1c1ccccc1 (configuration not stated),6%,0%,4%,-0.3%,1%,.,-4%,-4,-1%,12%
O=C(Nc1ccccc1N1CCCCC1)C1CCN(S(=O)(=O)c2ccccc2C(F)(F)F)CC1,-41%,1%,.,0.0%,-5%,12%,-44%,4,-4%,?
Cc1cc(NC(=O)CCN2CCC(C(N)=O)CC2)ccc1Br,-2%,3%,8%,-0.9%,-6%,10%,36%,-2,-3%,6%
O=C1C=C(c2ccc3ccccc3c2)C[C@@H](c2ccc(Cl)cc2)C1,-28%,8%,.,-0.1%,11%,-5%,-9%,8,.,0%
COc1ccc(CNC(=S)NCc2ccc(F)cc2)cc1,21%,-5%,3%,0.0%,-4%,0%,-2%,?,-5%,-3%
CN1CCN(c2ccc(NC(=O)c3ccccc3Br)cc2)CC1,-10%,-12%,-7%,-0.5%,?,6%,96%,-2,-2%,?

# Ordered by value in a7 integrin act (lowest first): 3 from the list above.
mol	a7 integrin act
O=C1C=C(c2ccc3ccccc3c2)C[C@@H](c2ccc(Cl)cc2)C1	-28%
CCOC(=O)C(=NC1CCS(=O)(=O)C1)NNc1ccc(Br)cc1 (configuration not stated)	-15%
CN1CCN(c2ccc(NC(=O)c3ccccc3Br)cc2)CC1	-10%

# Continued.
SMILES,a7 integrin act,A-T KAP1 phos,CXXC DNA block,B2AR arrestin,p53 reactivator,TCR activator,BRCA1 expr act,TRPV1 agonist,TSG101-PTAP inh,ELG1 DNA repair
O=c1[nH]c(CSc2cccc[n+]2[O-])nc2ccccc12,1%,8%,-17%,?,6%,-6%,-55%,1,3%,?
Cc1cc(N/C=C(\C#N)S(=O)(=O)c2ccc(Cl)cc2)nc(C)n1,16%,-1%,-15%,0.2%,11%,5%,-5%,16,0%,-3%
O=C(N/N=C/c1c[nH]c2ccccc12)c1cc(-c2cccc3ccccc23)n[nH]1,-16%,3%,20%,0.2%,10%,-2%[46.1 µM],9%,-8,0%,-29%
CCn1c(=Nc2ccc(N3CCOCC3)cc2)ccc2ccccc21,9%,-5%,-2%,-0.2%,-8%,2%,-33%,16,-4%,4%
CN(C)c1ccc(C(=O)c2ccccc2C(=O)O)c(O)c1,13%,.,-12%,-0.2%,-3%,-4%,-31%,-4,-8%,14%
COC(=O)c1sc(S(=O)(=O)N2CCC(C(=O)O)CC2)c(C(=O)OC)c1C,10%,-2%,-5%,0.2%,-2%,-3%,22%,-1,-1%,11%
CN(Cc1ccccc1)C(=S)NC(=O)C1CCCCC1,-12%,7%,0%,-1.4%,?,11%[46.1 µM],22%,18,-4%,?
COc1ccc2[nH]c(=O)c(CN(C(=O)c3cccnc3)c3cccc(C)c3)cc2c1,-8%,0%,-2%,0.4%,-1%,0%,-8%,-1,-5%,15%
C/C(=N\NC(=O)CSc1nc2nc(C)cc(C)n2n1)c1ccccc1,-30%,.,-6%,.,.,-2%,-1%,2,-6%,.
CCCSCCCNC(=O)CC1Oc2ccccc2NC1=O (configuration not stated),-4%,2%,3%,0.2%,-2%,6%,0%,2,-8%,4%
Cc1ccc(-c2noc(CCCOc3ccc(Cl)cc3Cl)n2)cc1,3%,.,12%,-0.5%,0%,0%,1%,-1,-5%,-2%
C=CCn1c(COc2ccccc2)nnc1SCc1ccc(C#N)cc1,-4%,13%,5%,-0.2%,-4%,9%,-27%,25,-3%,-9%
CC(CNC(=O)C1CCCCC1)NC(=O)C1CCCCC1 (configuration not stated),?,4%,-4%,-0.1%,25%,0%,4%,-1,-3%,13%
CC1CC(=O)Nc2ccccc2N1C(=O)CN1C(=O)C(=O)N(C)C1=O (configuration not stated),3%,-2%,.,-1.0%,-5%,-3%,-11%,.,-3%,24%
CC1CCN(c2ccc3c(c2)S(=O)(=O)c2cccc(C(=O)O)c2C3=O)CC1,20%,6%,.,0.4%,16%,-1%,28%,.,24%,?
CCC/C(O)=C1\C(=O)CC(C)(C)CC1=Nc1ccc(OC)cc1,-2%,0%,-1%,-0.2%,.,6%,-14%,2,-3%,-6%
CC(NC(=O)NC1CCCCC1)C(c1cccs1)N1CCOCC1 (configuration not stated),-3%,1%,-3%,-0.6%,-2%,3%[46.1 µM],-6%,4,-1%,-1%
CC1C/C(=N/O)C(C)CN1 (configuration not stated),4%,.,-2%,-0.7%,1%,-2%,8%,0,-4%,-9%
Cc1nnc(SCc2ccccc2Cl)n(N)c1=O,10%,-1%,1%,0.2%,15%,-3%,5%,-2,-4%,28%
O=C(Oc1ccc([N+](=O)[O-])cc1)c1cccnc1,8%,3%,16%,-0.9%,22%,-7%[46.1 µM],-17%,7,0%,-3%
O=C(CN1C(=O)NC2(CCCCCC2)C1=O)Nc1ccc(Cl)cc1Cl,-19%,11%,.,-0.8%,-13%,0%,-23%,13,-2%,9%
COc1cc(S(=O)(=O)N(C)C)ccc1Br,-9%,-2%,-3%,0.5%,-2%,-88%,1%,6,-7%,8%
Cc1ccc(C(=O)OCC(=O)N2CCOCC2)c(C)c1,15%,1%,-5%,0.0%,15%,-52%,47%,0,0%,?
O=C(Nc1ccc(F)cc1F)c1ccc(-n2cccn2)nc1,-21%,-4%,1%,0.0%,5%,0%,-12%,?,-1%,?
C=CCn1c(COc2ccc(CC)cc2)nnc1SC/C(O)=C(\C#N)c1nc2ccccc2[nH]1,2%,0%,-23%,0.3%,?,2%,-45%,-7,0%,?
Cc1ccccc1NC(=S)NCCC(c1ccccc1)c1ccccc1,-36%[inhibitor],8%,10%,-0.7%,2%,-5%,-52%,14,-2%,-2%
